# Mac1 fbg enh: CD11b/CD18-fibrinogen binding enhancement; K562 CD11b/CD18 adhesion to fibrinogen, ATPlite luminescence; AID 1499; 0.07% of 93,000 active; P05107+P11215; activation, % at 10 µM;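 active means 10 µM primary screen giving 50% or more activity, confirmed by 40% or more on retest at that dose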; further: strong numbers were not always called active; reference of the scale not given here
# Target sequence (P05107 whole entry, looked up, other chains not shown): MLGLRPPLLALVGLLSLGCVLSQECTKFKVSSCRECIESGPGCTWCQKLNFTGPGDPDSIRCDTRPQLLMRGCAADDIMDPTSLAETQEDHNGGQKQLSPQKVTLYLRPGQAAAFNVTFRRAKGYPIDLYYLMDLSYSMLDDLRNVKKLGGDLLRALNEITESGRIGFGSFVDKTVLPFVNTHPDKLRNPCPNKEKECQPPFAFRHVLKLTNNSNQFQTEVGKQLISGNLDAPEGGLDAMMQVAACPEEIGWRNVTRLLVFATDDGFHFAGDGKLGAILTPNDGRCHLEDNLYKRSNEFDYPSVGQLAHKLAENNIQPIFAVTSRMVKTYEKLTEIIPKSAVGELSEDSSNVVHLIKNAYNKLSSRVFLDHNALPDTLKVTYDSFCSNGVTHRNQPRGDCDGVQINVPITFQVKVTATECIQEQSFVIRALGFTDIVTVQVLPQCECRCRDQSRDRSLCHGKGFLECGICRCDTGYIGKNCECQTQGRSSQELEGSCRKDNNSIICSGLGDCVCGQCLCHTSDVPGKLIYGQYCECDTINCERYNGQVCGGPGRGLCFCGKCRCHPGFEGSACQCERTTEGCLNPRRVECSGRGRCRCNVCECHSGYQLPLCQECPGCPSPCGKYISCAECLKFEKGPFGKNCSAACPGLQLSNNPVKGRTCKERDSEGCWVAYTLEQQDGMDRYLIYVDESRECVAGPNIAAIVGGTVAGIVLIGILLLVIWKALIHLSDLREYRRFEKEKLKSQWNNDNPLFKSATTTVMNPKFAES
# CD11b adhes inh: blocks human CD11b/CD18 adhesion to fibrinogen | P05107+P11215 | K562 CD11b/CD18 adhesion to fibrinogen, ATPlite luminescence; Mn2+ added to activate the integrin | inhibition, % at 10 µM | 0.54% of 93,000 active | AID 1497;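 active means primary inhibition of 50% or more at 10 µM, then 40% or more on retest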; further: some results filed as inactive read as strong as hits
# * hit, by the source's call. Some of the compounds tested; rates above refer to the full screens.
SMILES,Mac1 fbg enh,CD11b adhes inh
COc1ccccc1CNC(=O)c1ccc2nc3[nH]c4ccccc4c3nc2c1,53,-15
Cc1ccc(CSc2nn3c(=O)c(C)nnc3s2)cc1,0,10
N#C/C(=C\c1cn(Cc2ccc(F)cc2)c2ccccc12)C(=O)NCc1ccco1,-4,-19
O=C(O)/C=C/C(=O)N(Cc1ccccc1)Cc1ccco1,-1,-39
CC(C)COP(=O)(c1ccc(N(C)C)cc1)C(Nc1ccccc1)c1ccccc1 (stereo not given),2,3
CCC(=O)NC(=S)Nc1ccc(NC(=O)COc2ccccc2)cc1,11,1
NNc1nc2ccc(Cl)cc2s1,3,0
Cc1ccc(NC(=O)C2CC(=O)N/C(=N/N=C/c3ccco3)S2)cc1C (stereo not given),34,-11
Cc1nc(NCCc2ccc(F)cc2)c(C#N)c(C)c1[N+](=O)[O-],4,4
CC(C)/C=N\NC(=O)CCCCC(=O)N/N=C/C(C)C,-2,28
CN(c1cccc(NC(=O)CN(c2cccc(Cl)c2)S(=O)(=O)c2ccccc2)c1)S(C)(=O)=O,-4,4
CCSc1nc(N)nc(-c2cccs2)c1C#N,-2,-6
CCOC(=O)N1CCN(C(=O)C(=O)NNC(=O)COc2ccc(Cl)cc2)CC1,0,-16
Cn1c(=O)oc2cc(S(=O)(=O)N3CCCC(C(=O)Nc4nccs4)C3)ccc21 (stereo not given),1,-2
O=C(COC(=O)c1ccc(Br)cc1)NCc1ccccc1,2,0
COc1ccc(/C=C2\Sc3ccc(C(=O)N4CCc5ccccc5C4)cc3N(C)C2=O)cc1,1,9
Cc1cccc(N/C=C/C(=O)c2cccs2)c1C,-11,93
CC1(C)Cc2cccc(OCC(=O)N3CCN(c4ccccc4)CC3)c2O1,13,-6
CCOc1cc(N2CCOCC2)c(OCC)cc1NC(C)C(=O)N1CCC(C)CC1 (stereo not given),4,2
COc1ccc(N/N=C(\C#N)C(N)=O)cc1,0,-15

# Entries of single compounds, looked up by structure. Screens in order: Mac1 fbg enh | CD11b adhes inh
# Record of `CC(C)COP(=O)(c1ccc(N(C)C)cc1)C(Nc1ccccc1)c1ccccc1` (stereo not given) = 2 | 3
# Record of `COc1ccc(N/N=C(\C#N)C(N)=O)cc1` = 0 | -15

# Next section.
SMILES,Mac1 fbg enh,CD11b adhes inh
O=C(COC(=O)c1cc(-c2ccccc2Cl)nc2ccccc12)Nc1ncc(C(F)(F)F)cc1Cl,6,4
O=C(CN1C(=O)NC2(CCc3ccccc3C2)C1=O)Nc1ccc(F)cc1 (stereo not given),2,8
CCC(C)c1ccc(NC(=S)Nc2ccc(OC)cc2C)cc1 (stereo not given),1,22
S=C(Nc1ccc(OCc2ccccc2)cc1)Nc1cccc(Cl)c1Cl,-5,2
COc1ccc(N(C(=O)CCl)C(C)(C(=O)Nc2c(C)cccc2C)c2ccccn2)cc1 (stereo not given),-6,4
Cc1ccccc1OCC(=O)OCC(=O)Nc1cc(C(F)(F)F)ccc1N1CCOCC1,5,-4
Cc1ccc(/C=C/c2nc3ccccc3c(=O)n2CCc2ccccc2)cc1,8,-10
CCOc1ccccc1Nc1nnc(SCc2nnc(-c3cc(OC)c(OC)c(OC)c3)o2)s1,-4,16
Cc1ccc(C(=O)N/N=C(/CC(=O)c2cccs2)C(F)(F)F)cc1,-9,98*
N#C/C(=C/c1ccccc1[N+](=O)[O-])c1nc(C2CC2)cs1,-1,-18
Cc1ccc2nc(SCn3nnc4ccccc4c3=O)[nH]c2c1,0,-6
Cc1cc(C)nc(SCc2cn3cc(Cl)ccc3n2)n1,2,-7
Fc1ccccc1CNC(=S)Nc1ccc(Cl)cc1,-7,99
O=C(OCC(=O)c1ccc(Cl)s1)c1ccc2ccccc2n1,-1,5
Cc1c(Br)c([N+](=O)[O-])nn1CC(=O)NCc1ccco1,2,-8
CN(C)CCCN(Cc1ccccc1)C(=S)Nc1cccc(C(F)(F)F)c1,-2,3
COC(=O)C(=NNc1c(C)n(C)n(-c2ccccc2)c1=O)C(=O)OC,1,3
O=C(CCCn1c(=O)c2sccc2n(Cc2cc(=O)n3ccccc3n2)c1=O)NCc1ccco1,-3,-8
Cc1ccc(S(=O)(=O)c2nc(S(C)(=O)=O)sc2NCc2ccc3c(c2)OCO3)cc1,0,-19
O=[N+]([O-])c1cccc(C2Nc3cccc4cccc(c34)N2)c1,1,3
Cc1ccc[n+](CC(=O)Nc2cc(C(F)(F)F)ccc2Cl)c1,2,-5
N#Cc1ccc(COC(=O)c2ccc(N3CCCC3)c([N+](=O)[O-])c2)cc1,-1,14
Nc1ccc(C(=O)OCC(=O)Nc2ccc([N+](=O)[O-])cc2C(F)(F)F)cc1,2,9
O=C(Nc1nnc(SCc2ccccc2Cl)s1)c1cccc([N+](=O)[O-])c1,-10,100
Cc1c(NC(=S)NC(=O)C(C)(C)C)cccc1[N+](=O)[O-],-1,5
COc1ccc(S(=O)(=O)N(Cc2ccccc2)c2ccccc2C(=O)Nc2ccccc2C(=O)NCc2ccco2)cc1,11,3
CCOC(=O)C(NC(=O)c1cccc(Cl)c1)(Nc1sc2c(c1C(N)=O)CCC2)C(F)(F)F (stereo not given),-1,-2
CCCSc1ccc2nc(-c3ccccc3)cn2c1,-2,-7
O=C(NCC(c1cccs1)N1CCOCC1)c1ccccc1NS(=O)(=O)c1ccc(Cl)c([N+](=O)[O-])c1 (stereo not given),-10,101*
O=C(Nc1ccc(SC(F)F)cc1)C12CCC(CC1)C2,6,-12
CN=c1scc(-c2ccc(Cl)cc2)n1C,0,-15
CCOc1ccc2nc(NC(=O)c3ccc(OCC4CCCO4)cc3)sc2c1 (stereo not given),1,4
Cc1ccc(SCC(=O)Nc2ccc(S(=O)(=O)Nc3nccs3)cc2)cc1,1,12
Cc1cccc(C(=O)NCc2nnc3c4ccccc4c(-c4ccccc4)nn23)c1,2,5
O=C(COC(=O)c1cccs1)Nc1nc(-c2ccccc2)cs1,11,-10
O=C(CNC(=O)/C(=C/c1ccccc1)NC(=O)c1ccc(Br)cc1)OCc1ccccc1,4,24
O=[N+]([O-])c1ccc(NC(=S)NCCc2ccc(F)cc2)cc1,-10,97
Cc1nc2ccc(S(=O)(=O)NC(C(=O)NCc3cccs3)C(C)C)cc2s1 (stereo not given),-3,6
Cc1ccc(-n2nc(C)cc2Nc2ncc(Cl)cc2Cl)cc1,4,20
O=C(CNS(=O)(=O)c1ccc2ccccc2c1)OCc1csc(-c2ccccc2)n1,-3,27
O=C1c2ccccc2S(=O)(=O)c2cc(C(=O)N(c3ccccn3)c3ccccn3)ccc21,3,-3
O=C(N/N=C/c1ccccc1O)/C(=C/c1ccccc1)CCO,3,-16
Cc1cc(C)c(C#N)c(SCC(=O)Nc2ccc(S(=O)(=O)Nc3onc(C)c3C)cc2)n1,-1,-5
CCc1nnc(N2C(=O)c3ccc(Oc4ccc([N+](=O)[O-])cc4)cc3C2=O)s1,8,-4
CSCCC(NC(=O)c1cc([N+](=O)[O-])ccc1Cl)C(=O)O (stereo not given),2,8
CCCn1c(=O)c2ccccc2n2c(SCC(=O)N3CCc4ccccc4C3)nnc12,3,7
Cc1ccc(S(=O)(=O)N(C)C)cc1NC(=O)CCNC(=O)c1ccccc1Cl,-2,-12
COc1ccc(CC(=O)NNc2ncnc3c2cnn3-c2ccc(C)cc2)cc1,11,4
CCCN1C(=O)/C(=N\OCC(=O)NC23CC4CC(CC(C4)C2)C3)c2ccccc21,2,16
N/C(=N\OC(=O)c1ccc([N+](=O)[O-])cc1)c1cccnc1,-2,6
CCc1nccn1C(=O)c1cnn2c(C(F)F)cc(-c3ccc(C)cc3)nc12,3,3
CC1(c2ccccc2)NC(=O)N(Cc2ccc([N+](=O)[O-])cc2)C1=O (stereo not given),0,16
O=C(COC(=O)CNC(=O)c1cccc([N+](=O)[O-])c1)Nc1cccc(S(=O)(=O)N2CCCCC2)c1,-2,12
Cc1ccc(NC(=O)Nc2nnc(Cc3ccc([N+](=O)[O-])cc3)s2)cc1C,-2,1
O=C(c1cc([N+](=O)[O-])ccc1N1CCN(S(=O)(=O)c2ccc(Cl)c(Cl)c2)CC1)N1CCOCC1,-1,3
Cc1c(NC(=O)/C(C#N)=C/c2ccc(-c3cccc(Cl)c3)o2)c(=O)n(-c2ccccc2)n1C,13,37
CCOc1ccc(NC(=O)C2(c3ccc(OC)c(OC)c3)CCCC2)cc1,2,1
CN1C(=O)c2ccc(NC(=S)NC(=O)C(C)(C)C)cc2C1=O,0,-9
Cc1ccc(Cl)c(OC(=O)c2ccc(N3CCOCC3)c([N+](=O)[O-])c2)c1,7,10
COc1ccc(CCC(C)NCC2CCCCC2)cc1 (stereo not given),-4,-19

# 22 compounds out of the list, sorted by molecular weight, falling:
SMILES,Mac1 fbg enh,CD11b adhes inh
O=C(COC(=O)c1cc(-c2ccccc2Cl)nc2ccccc12)Nc1ncc(C(F)(F)F)cc1Cl,6,4
CN(c1cccc(NC(=O)CN(c2cccc(Cl)c2)S(=O)(=O)c2ccccc2)c1)S(C)(=O)=O,-4,4
CCOc1ccccc1Nc1nnc(SCc2nnc(-c3cc(OC)c(OC)c(OC)c3)o2)s1,-4,16
COc1ccc(N(C(=O)CCl)C(C)(C(=O)Nc2c(C)cccc2C)c2ccccn2)cc1 (stereo not given),-6,4
O=C(CNS(=O)(=O)c1ccc2ccccc2c1)OCc1csc(-c2ccccc2)n1,-3,27
CCOc1cc(N2CCOCC2)c(OCC)cc1NC(C)C(=O)N1CCC(C)CC1 (stereo not given),4,2
CCOC(=O)N1CCN(C(=O)C(=O)NNC(=O)COc2ccc(Cl)cc2)CC1,0,-16
CCCN1C(=O)/C(=N\OCC(=O)NC23CC4CC(CC(C4)C2)C3)c2ccccc21,2,16
COc1ccc(CC(=O)NNc2ncnc3c2cnn3-c2ccc(C)cc2)cc1,11,4
CC1(C)Cc2cccc(OCC(=O)N3CCN(c4ccccc4)CC3)c2O1,13,-6
O=C(COC(=O)c1ccc(Br)cc1)NCc1ccccc1,2,0
O=C(COC(=O)c1cccs1)Nc1nc(-c2ccccc2)cs1,11,-10
O=C(OCC(=O)c1ccc(Cl)s1)c1ccc2ccccc2n1,-1,5
Cc1ccc[n+](CC(=O)Nc2cc(C(F)(F)F)ccc2Cl)c1,2,-5
Cc1nc(NCCc2ccc(F)cc2)c(C#N)c(C)c1[N+](=O)[O-],4,4
Cc1ccc(CSc2nn3c(=O)c(C)nnc3s2)cc1,0,10
O=C(Nc1ccc(SC(F)F)cc1)C12CCC(CC1)C2,6,-12
N/C(=N\OC(=O)c1ccc([N+](=O)[O-])cc1)c1cccnc1,-2,6
O=C(O)/C=C/C(=O)N(Cc1ccccc1)Cc1ccco1,-1,-39
Cc1cccc(N/C=C/C(=O)c2cccs2)c1C,-11,93
CN=c1scc(-c2ccc(Cl)cc2)n1C,0,-15
COc1ccc(N/N=C(\C#N)C(N)=O)cc1,0,-15

# Going on with the list.
SMILES,Mac1 fbg enh,CD11b adhes inh
Cc1c(Br)c([N+](=O)[O-])nn1C(C)C(=O)NCc1ccco1 (stereo not given),3,-4
Cc1cc(C)nc(/N=C(\N)N2CCCCCC2)n1,0,-1
O=C(Nc1cc(Cl)ccc1Oc1ccccc1)c1ccc(F)cc1,-3,39
O=C1c2cccc(OCC(=O)N3CCCc4ccccc43)c2CCN1Cc1ccc(Br)cc1,-3,53
O=C(C1CCCN(Cc2cccnc2)C1)N1CCCCC1 (stereo not given),64,9
COc1cc2c(cc1NC(=O)COC(=O)/C=C/c1ccccc1)oc1ccccc12,-1,-8
COc1ccc(C(CC(=O)Nc2ccc(Cl)cc2F)NC(=O)C(F)(F)F)cc1 (stereo not given),-6,3
Cc1c(Br)c([N+](=O)[O-])nn1CC(=O)N1CCCc2ccccc21,0,4
O=C(Nc1cn(-c2ccccc2)nc1-c1ccc(F)cc1)c1ccccc1,-2,-12
CCOc1ccc(-n2c(SCc3cc(=O)oc4cc(C)ccc34)nnc2-c2cccnc2)cc1,5,11
Cc1ccc2nc(N(CCCN(C)C)C(=O)c3sc4ccccc4c3Cl)sc2c1,3,35
Cc1ccc(C2=NN(CC(=O)NCc3ccccn3)C(=O)CC2)cc1,5,-6
Cc1cccc(NC(=S)NCC(c2cccnc2)N(C)C)c1C (stereo not given),16,-11
CC(OC(=O)c1ccc2ncsc2c1)C(=O)NCc1ccccc1 (stereo not given),3,0
CC(C)c1ccccc1-n1c(SCc2cc(=O)oc3ccc4ccccc4c23)nnc1-c1cccnc1,33,14

# High-throughput results (PubChem)
